Source: PubChem
Tb PFK inh: qHTS Assay to Find Inhibitors of T. brucei phosphofructokinase | ATP-dependent 6-phosphofructokinase (Trypanosoma brucei brucei), O15648 | T. brucei PFK, ADP-Glo luminescence | Potency, µM (series often up to 57.5 µM), for the others: at the highest dose activity, negative = inhibition, hits mostly inhibitors | 0.17% of 330,000 active;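 further: potency means the concentration at half of the fitted maximal effect; 0% = uninhibited 1x PFK enzyme wells and -100% = no-enzyme wells; nearly all actives have a fitted effect of over 60% in size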
Target sequence (O15648 whole entry, looked up): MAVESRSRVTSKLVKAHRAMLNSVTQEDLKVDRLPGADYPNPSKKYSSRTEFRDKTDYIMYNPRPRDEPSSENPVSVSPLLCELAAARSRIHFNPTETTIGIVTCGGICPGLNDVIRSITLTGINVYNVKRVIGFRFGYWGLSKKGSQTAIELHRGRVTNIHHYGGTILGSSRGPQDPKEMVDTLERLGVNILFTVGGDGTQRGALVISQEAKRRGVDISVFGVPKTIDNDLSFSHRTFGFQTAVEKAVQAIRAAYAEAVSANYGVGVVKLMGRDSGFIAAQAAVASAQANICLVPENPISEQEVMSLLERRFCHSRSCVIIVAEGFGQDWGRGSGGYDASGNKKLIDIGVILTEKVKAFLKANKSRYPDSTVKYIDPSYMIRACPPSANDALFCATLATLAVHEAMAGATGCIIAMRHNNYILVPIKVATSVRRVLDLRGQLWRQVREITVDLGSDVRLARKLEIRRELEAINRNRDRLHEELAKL
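1.25 nM PFK with 0.5 mM F6P and 0.1 mM ATP in 0.1 M TEA pH 8.0, 5 mM MgCl2, incubated 45 min at room temperature; ADP measured by ADP-Glo luminescence; compounds titrated up to 57 uM.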
TCR activator: Activators of T cell receptors: qHTS campaign; primary human leukocytes, anti-CD3, IL-2 HTRF, 48 h; Potency, µM (top dose mostly 9.22 µM), inactives show top-dose activation of IL-2 secretion, most hits filed as activators; 330,000 tested, under 10 active; AID 504894, 2011; further: % of control where 0% means no effect
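Human primary leukocytes + a-CD3 beads + cpd, 48 hr; IL-2 in supernatant by HTRF (ex 320nm / em 665nm). No co-stimulatory signal supplied.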
A-T KAP1 phos: qHTS Assay for Identifying a Potential Treatment of Ataxia-Telangiectasia; […] A-T fibroblasts, KAP-1 phosphorylation AlphaLISA; neocarzinostatin DNA damage 30 min before lysis; Potency, µM (doses to about 57.5 µM), for inactives: at the top dose activation, hits mostly activators; 0.19% of 320,000 active; AID 485349, 2010; further: potency means the concentration at half of the fitted maximal effect; % of control where 0% means no effect; nearly all actives have a fitted effect of over 45% in size
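ATM-like activity read as KAP-1 phosphorylation via AlphaLISA donor/acceptor antibody pairs after lysis and 6 hr at 25C. Cells were ATM-null patient fibroblasts ([…], hTERT), dosed 60 min, then exposed to the DSB inducer NCS for 30 min.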
PTAP TSG101 blk: qHTS Assay for Iinhibitors of HIV-1 Budding by Blocking the Interaction of PTAP/TSG101. Fluorescence polarization, FITC-PTAP peptide / Tsg101 binding. Tumor susceptibility gene 101 protein (Homo sapiens), Q99816. Potency, µM (doses to about 115 µM), inactives show at the highest dose activity change, negative = inhibition, usual class: inhibitors. 340,000 tested, under 10 active. AID 493005, 2010; active means well fitted inhibition curve with a large enough effect in the main read-out, with a control signal flat, not every such curve was filed as active; inconclusive means small, poorly fitted or top-dose-only effect, or effect the other way, or a change in a side signal; inactive means no such curve, though single readings can be large or run the other way; further: potency means the concentration at half of the fitted maximal effect; % of control where 0% means no effect
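Tsg101 binding domain (10 uM final) was mixed with compound and a FITC-labeled PTAP peptide (50 nM final) in HEPES pH 7.5 buffer with NaCl, Tween 20, EDTA and TCEP; fluorescence polarization was read after 20 min at r.t.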
a7 integrin act: qHTS for Activators of Integrin-Mediated Alleviation for Muscular Dystrophy; alpha7betagal myoblasts, beta-gal FDG fluorescence, 48 h; Potency, µM (highest dose often 38.3 µM), without a hit: at the highest dose activation, actives largely listed as activators; 0.064% of 350,000 active;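 further: potency means the concentration at half of the fitted maximal effect; 100% = response of the positive control SU9516; nearly all actives have a fitted effect of over 60% in size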
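alpha7betagal+/- myoblasts (passage 13, 250/well) treated 48 h at 37C with compounds at 1:260 dilution of DMSO stock. Lysed, then beta-galactosidase activity read as FDG fluorescence (ex 480/em 540) after 30 min, with pre-read for autofluorescence.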
TSHR antag: Antagonists of the Thyroid Stimulating Hormone Receptor: HTS campaign; TSHR-expressing cells, TSH-stimulated cAMP HTRF, 2 h; active compounds read low; activity change, negative = inhibition, % at 11.5 µM; 0.2% of 330,000 active;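 active means activity change below a set negative limit, meaning inhibition stronger than a set level, cut at about -70% in these data; inconclusive means activity change between two set negative limits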; further: on the % scale 0 is the no-effect control and ±100 the full control effect
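Inhibition of cAMP made by TSHR-expressing cells under TSH stimulation (4nM final, EC80; 2 h, 37 deg C) is quantified with a one-step lysis HTRF kit, anti-cAMP cryptate versus cAMP-d2.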
BCR signal inh: qHTS Assay to Find Inhibitors of Chronic Active B-Cell Receptor Signaling; ABC-DLBCL IkBa-CBG/CBR reporter, luminescence ratio, 4 h; Potency, µM (top dose mostly 46.1 µM), without a hit: top-dose ratio change, negative = lower green/red ratio, actives largely listed as inhibitors; 0.05% of 340,000 active; active means well fitted inhibition curve with a large enough effect in the signal ratio, with a control signal flat, not every such curve was filed as active; inconclusive means small, poorly fitted or top-dose-only effect, or effect the other way, or a change in a side signal; the % refers to the signal ratio;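 further: potency means the concentration at half of the fitted maximal effect; plate controls were basal doxycycline-induced cells for no effect and cells given 10 µM MG132 for full effect; MG132 reads +100%, hits lower the ratio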
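TMD8 human ABC-DLBCL cells with doxycycline-inducible IκBα–green luciferase fusion and unfused red luciferase, in 0.5% FBS medium; compounds up to 46 uM, 4 h at 37C. Green/red luminescence ratio, filter-overlap corrected, fitted to concentration-response curves.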
Mito fusion act: qHTS Assay for Small Molecule Inhibitors of Mitochondrial Division or Activators of Mitochondrial Fusion; S. cerevisiae fusion-defective mutant growth rescue, CellTiterGlo 48 h; Potency, µM (series often up to 46.1 µM), inactives show at the highest dose growth rescue (activation), hits mostly activators; 0.23% of 320,000 active; AID 485298, 2010;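 further: potency means the concentration at half of the fitted maximal effect; % of control where 0% means no effect; nearly all actives have a fitted effect of over 45% in size; temperature-sensitive fusion mutants such as fzo1-1 at 37 °C on non-fermentable ethanol glycerol medium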
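Luminescent cell viability in 1536-well qHTS format served as the measure of rescued growth in ts fusion-mutant S. cerevisiae cultured on non-fermentable YPEG for 48 hours at 37C.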
ELG1 DNA repair: qHTS screen for small molecules that inhibit ELG1-dependent DNA repair in human embryonic kidney (HEK293T) cells expressing luciferase-tagged ELG1; HEK293T ELG1-luciferase reporter, luminescence, 16 h; DNA damage induced by 5-fluorouridine; Potency, µM (doses to about 46.1 µM), for inactives: top-dose activity change, negative = inhibition, hits mostly inhibitors; AID 504467, 2011; 2.3% of 330,000 active; further: potency means the concentration at half of the fitted maximal effect; on the % scale 0 is the no-effect control and ±100 the full control effect; nearly all actives have a fitted effect of over 55% in size
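Reporter activity after DNA damage by 5-fluorouridine is monitored. Compound-treated cells incubate 16 hr at 37 °C, then ONE-Glo is added for 30 min before luminescence reading.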
S-ASM inh: Inhibitors of Secretory Acid Sphingomyelinase (S-ASM): qHTS; Sphingomyelin phosphodiesterase (Homo sapiens), P17405; Potency, µM (highest dose often 57.5 µM), for inactives: top-dose activity change, negative = inhibition, actives largely listed as inhibitors; placental ASM, HMU-PC fluorogenic substrate, 60 min; 0.006% of 340,000 active; further: potency means the concentration at half of the fitted maximal effect
Target sequence (P17405 47-631 limits assumed): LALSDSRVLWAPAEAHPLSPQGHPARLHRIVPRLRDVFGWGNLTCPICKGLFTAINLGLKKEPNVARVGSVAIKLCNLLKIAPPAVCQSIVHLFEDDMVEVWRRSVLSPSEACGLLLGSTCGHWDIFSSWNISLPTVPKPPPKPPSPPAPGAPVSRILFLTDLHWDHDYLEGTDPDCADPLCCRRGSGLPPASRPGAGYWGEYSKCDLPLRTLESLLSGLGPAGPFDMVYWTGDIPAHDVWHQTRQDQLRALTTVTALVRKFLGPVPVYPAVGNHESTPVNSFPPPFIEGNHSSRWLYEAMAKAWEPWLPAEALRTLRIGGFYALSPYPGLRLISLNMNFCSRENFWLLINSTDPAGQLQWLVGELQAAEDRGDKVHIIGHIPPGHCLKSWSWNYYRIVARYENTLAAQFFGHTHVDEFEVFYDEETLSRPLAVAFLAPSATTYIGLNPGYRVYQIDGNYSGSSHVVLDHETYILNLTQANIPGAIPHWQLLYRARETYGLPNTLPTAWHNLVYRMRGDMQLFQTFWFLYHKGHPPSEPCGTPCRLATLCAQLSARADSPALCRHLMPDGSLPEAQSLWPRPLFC
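qHTS format. ASM enzyme prepared from human placenta hydrolyses the fluorogenic substrate HMU-PC0 (9 uM final) over 60 min at 37 °C after a 10 min compound preincubation.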
Eya2 phos inh: qHTS Assay for Inhibitors of the Phosphatase Activity of Eya2; 0.006% of 330,000 active; AID 488837, 2010; Protein phosphatase EYA2 (Homo sapiens), O00167; Potency, µM (titrated, usually from 76.9 µM), for inactives: at the top dose activity, negative = inhibition, actives largely listed as inhibitors; recombinant Eya2, OMFP fluorescence dephosphorylation (OMFP is methylfluorescein phosphate); further: potency means the concentration at half of the fitted maximal effect; on the % scale 0 is the no-effect control and ±100 the full control effect
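Eya2 protein (added as 0.2 uM solution) was preincubated with compound for 10 min at ambient temperature in 50 mM HEPES pH 7.5, 50 mM NaCl, 5 uM MgCl2, 0.05% BSA, 1 mM DTT. OMFP (added at 50 uM) then reacted 10 min; fluorescence read at 485/525 nm.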
* hit, by the source's call; ? = inconclusive; / = not tested or not shown; [ ] = remark or other dose. Unless noted, the call rests on the fitted dose curve; in most records, active means well fitted curve in the direction sought with a large enough effect; inconclusive means small, poorly fitted or top-dose-only effect, or another doubt; inactive means no such curve, though single readings can be large; an effect the other way counts as inactive or inconclusive.

Fields – Tb PFK inh	TCR activator	A-T KAP1 phos	PTAP TSG101 blk	a7 integrin act	TSHR antag	BCR signal inh	Mito fusion act	ELG1 DNA repair	S-ASM inh	Eya2 phos inh
1. O=C(CSc1ccc(-c2ccncc2)nn1)c1ccccc1
    -4%	3%	10%	-11%	-1%	-9	?	-1%	1%	4%	7%
2. Cc1ccc(C)c(NS(=O)(=O)c2ccc(OCC(=O)NCc3ccco3)cc2)c1
    4%	0%	4%	-4%	19%	1	?	3%	?	-5%	-27%
3. Cc1cc(C(F)(F)F)n(-c2nc(C(=O)NNS(=O)(=O)c3ccccc3)cs2)n1
    0%	5%	-3%	-4%	12%	5	20%	-3%	13%	4%	-1%
4. CCn1nc2cc(C(=O)NCC34CC5CC(CC(C5)C3)C4)ccc2c1OC
    2%	9%	-3%	-3%	-13%	13	1%	8%	5%	22%	18%
5. NC(=S)Nc1ccccc1Br
    0%	6%	9%	0%	9%	24	-3%	1%	0%	0%	18%
6. O=C(O)Cn1cnc2c(OCc3ccccc3)ncnc21
    5%	9%	10%	66%[activator]	-6%	-4	-6%	/	10%	3%	-8%
7. O=C(CCN1C(=O)/C(=C/c2ccccc2Cl)SC1=S)N1CCOCC1
    4%	-3%	-4%	-1%	-48%	33	-6%	-2%	?	-4%	0%
8. COC(=O)c1cc(Nc2cc(C)nc3ncnn23)cc(C(=O)OC)c1
    4%	-3%	8%	0%	-6%	-1	?	-1%	7%	2%	9%
9. CCCOc1ccc(C(=O)N/N=C/c2c[nH]c3ccc(Br)cc23)cc1
    1%	-5%	9%	-9%	?	-1	2%	11%	-1%	-26%	?
10. Cc1ccc(S(=O)(=O)N2CCOCC2)cc1NC(=O)Cn1nc(C)c([N+](=O)[O-])c1C
    0%	7%	-1%	0%	-9%	6	-1%	-4%	1%	/	-24%
11. CCN(CC)C(=O)Cn1cnc2sc(C(=O)NCCCN3CCOCC3)c(C)c2c1=O
    0%	-5%	-6%	-6%	0%	18	7%	0%	3%	2%	?
12. C[C@@H](C(=O)Nc1ccc2c(c1)OCCO2)n1c(=O)[nH]c2ccccc2c1=O
    1%	11%	4%	-3%	22%	19	4%	8%	?	2%	5%
13. COC(=O)c1ccc(CSc2nnc(NC(C)C)s2)cc1
    -2%	-3%	-2%	-5%	42%	-3	0%	-3%	1%	3%	12%
14. COc1ccc(OCc2nc3ccc(S(=O)(=O)Nc4ccccc4Cl)cc3[nH]2)cc1
    -5%	-6%[46.1 µM]	-1%	-1%	7%	27	0%	13%	-21%	2%	3%
15. COc1ccc(-c2nc3n(c(=O)c2C#N)CCS3)cc1OC
    -2%	2%	2%	6%	10%	1	12%	-1%	14%	160%[activator]	12%
16. CC(=O)Nc1ccc2c(c1)CCCC2=O
    -2%	1%	8%	-8%	1%	14	?	-3%	?	0%	-6%
17. COc1cccc(CN2CC(C(=O)NCCCc3ccc(C)cc3)CCC2=O)c1 (configuration not stated)
    -5%	9%	-3%	-5%	-21%	-2	5%	-1%	?	6%	2%
18. N#CC1=C(N)N(c2ccccc2)C2=C(C(=O)CCC2)C1c1ccsc1 (configuration not stated)
    -2%	5%	1%	-4%	-30%	-12	-4%	1%	10%	0%	11%
19. CC(C)N=C1CC(C)(C)CC(=O)/C1=C(/O)CCCN1C(=O)c2ccccc2C1=O
    -2%	13%	-5%	-5%	2%	-3	22%	14%	-11%	3%	-16%
20. O=C1C2C3C=CC(C4CC34)C2C(=O)N1c1cc(Cl)ccn1 (configuration not stated)
    1%	-3%	?	1%	6%	7	?	7%	-1%	5%	12%
21. CC1(C)Oc2ccc(C(=O)Nc3ccccc3)cc2N(CC#N)C1=O
    8%	0%	0%	-1%	5%	-1	2%	0%	8%	0%	-3%
22. CC(NC(=O)Cn1c(=O)oc2cc(S(=O)(=O)N3CCCC3)ccc21)c1ccccc1 (configuration not stated)
    -3%	4%	1%	-3%	-35%	5	2%	3%	0%	-1%	-3%
23. CCOC(=O)c1c(NC(=O)c2ccoc2C)sc2c1CCC2
    2%	3%	3%	-2%	5%	-9	0%	5%	-5%	9%	-25%
24. Cc1ccn(-c2n[nH]c(C)c2[N+](=O)[O-])n1
    0%	8%	-2%	0%	2%	-5	7%	1%	-2%	0%	-2%
25. O=C(CNc1ccc(F)cc1)N/N=C1\CCCc2ccccc21
    -7%	9%	0%	-4%	24%	3	-19%	16%	6%	-4%	8%
26. COc1cc(Cl)c(C)cc1NC(=O)CSc1nnc(-c2cccnc2)n1Cc1ccco1
    0%	-9%	9%	-3%	?	-1	?	11%	?	-2%	-8%
27. O=C(O)CSc1nnc(-c2cccc(S(=O)(=O)N3CCOCC3)c2)n1-c1cccc(Cl)c1
    -14%	1%	-32%	-7%	5%	5	-7%	-2%	5%	6%	14%
28. CC(=O)OCc1c(C)cc(C)c(/C=C(/C#N)C(N)=O)c1C
    -1%	-1%	1%	-1%	-56%[inhibitor]	0	0%	0%	-5%	2%	3%
29. Cc1ccccc1OCCOC(=O)c1nc2nccc(C)n2n1
    -9%	8%	1%	1%	9%	4	1%	1%	3%	-2%	-4%
30. CCc1ccccc1NC(=O)NC(C)c1ccc2c(c1)OCO2 (configuration not stated)
    4%	-1%	2%	0%	24%	0	0%	2%	-8%	1%	-4%

The final 4 entries of the section before come first, to join the parts:
Fields – Tb PFK inh	TCR activator	A-T KAP1 phos	PTAP TSG101 blk	a7 integrin act	TSHR antag	BCR signal inh	Mito fusion act	ELG1 DNA repair	S-ASM inh	Eya2 phos inh
27. O=C(O)CSc1nnc(-c2cccc(S(=O)(=O)N3CCOCC3)c2)n1-c1cccc(Cl)c1
    -14%	1%	-32%	-7%	5%	5	-7%	-2%	5%	6%	14%
28. CC(=O)OCc1c(C)cc(C)c(/C=C(/C#N)C(N)=O)c1C
    -1%	-1%	1%	-1%	-56%[inhibitor]	0	0%	0%	-5%	2%	3%
29. Cc1ccccc1OCCOC(=O)c1nc2nccc(C)n2n1
    -9%	8%	1%	1%	9%	4	1%	1%	3%	-2%	-4%
30. CCc1ccccc1NC(=O)NC(C)c1ccc2c(c1)OCO2 (configuration not stated)
    4%	-1%	2%	0%	24%	0	0%	2%	-8%	1%	-4%
31. CC(=O)N1CCOc2ccc(S(=O)(=O)N3CCC(C(=O)Nc4ccc(C)c(C)c4)CC3)cc21
    -3%	-1%	5%	-3%	?	-3	1%	3%	-5%	-8%	0%
32. O=C(O)c1cccc(NC(=O)c2cn(-c3ccccc3)nc2-c2cccc(Br)c2)c1
    2%	-4%	1%	-4%	4%	-36	0%	1%	16%	-27%	15%
33. COc1cccc(NC(=O)c2cc(-c3cccnc3)nc3c(Cl)cccc23)c1
    -3%	-3%	-1%	-5%	33%	-13	-1%	5%	?	-1%	-9%
34. CCCCn1c(SCC(=O)Nc2cc(C)on2)nc2c1c(=O)n(C)c(=O)n2C
    2%	-1%	-2%	-4%	-10%	-4	-7%	-7%	?	0%	-3%
35. O=C(Cn1ccc(NC(=O)OCc2ccccc2)nc1=O)NCCCn1ccnc1
    -9%	-4%	3%	1%	4%	3	-3%	-12%	20%	0%	-6%
